# Anthrax LF inh2 – Bacillus anthracis LF protease inhibitors, primary screen, biochemical, multiplex microsphere, MLPCN library; Lethal factor (Bacillus anthracis), P15917; multiplex microsphere protease cleavage assay; inhibition, % at 10 µM; 360,000 tested, 0.12% active; note: plate controls were buffer without enzyme for full effect and enzyme alone for no effect
# Target sequence (P15917 whole entry, looked up): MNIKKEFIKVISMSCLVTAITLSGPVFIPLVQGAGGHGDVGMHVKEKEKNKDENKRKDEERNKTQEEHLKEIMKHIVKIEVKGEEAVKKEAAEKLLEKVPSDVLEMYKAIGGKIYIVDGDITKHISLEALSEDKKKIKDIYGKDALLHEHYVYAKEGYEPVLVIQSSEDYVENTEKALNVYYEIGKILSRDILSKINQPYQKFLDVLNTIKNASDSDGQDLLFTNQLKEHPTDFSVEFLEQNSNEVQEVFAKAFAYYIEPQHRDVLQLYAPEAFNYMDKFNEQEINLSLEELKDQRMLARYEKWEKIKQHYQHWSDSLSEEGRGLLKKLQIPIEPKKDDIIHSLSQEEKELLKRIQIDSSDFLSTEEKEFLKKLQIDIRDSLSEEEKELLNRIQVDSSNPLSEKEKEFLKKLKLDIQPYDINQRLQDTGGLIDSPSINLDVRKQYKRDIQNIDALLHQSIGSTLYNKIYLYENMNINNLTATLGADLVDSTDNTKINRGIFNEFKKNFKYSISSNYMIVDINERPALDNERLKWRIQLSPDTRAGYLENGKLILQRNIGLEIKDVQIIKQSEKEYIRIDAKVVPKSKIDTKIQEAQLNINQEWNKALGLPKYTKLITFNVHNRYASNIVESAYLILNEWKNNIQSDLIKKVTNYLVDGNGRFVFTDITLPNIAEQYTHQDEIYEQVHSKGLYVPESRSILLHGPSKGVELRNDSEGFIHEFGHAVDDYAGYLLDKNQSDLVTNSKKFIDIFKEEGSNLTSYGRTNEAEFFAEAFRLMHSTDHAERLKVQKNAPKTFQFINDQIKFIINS
# BoNT A protease – BoNT/A light chain protease inhibitors, primary screen, biochemical, flow cytometry, MLPCN library. Botulinum neurotoxin type A light chain protease (Clostridium botulinum A str. ATCC 3502). multiplex microsphere protease substrate cleavage. inhibition, % at 10 µM. 360,000 tested, 0.17% active; note: plate controls were buffer without enzyme for full effect and enzyme alone for no effect
# 3CLpro inhibitor – SARS-CoV 3CLpro protease inhibitors, primary screen, biochemical, quenched FRET | AID 1706, 2009 | 290,000 tested, 0.14% active | Replicase polyprotein 1ab (Severe acute respiratory syndrome coronavirus), P0C6X7 | inhibition, % at 6 µM | recombinant SARS-CoV 3CLpro, quenched FRET peptide cleavage; in the data active = inhibition above about 12%
# BH1578 lux ind – inducers of Vibrio cholerae quorum light production without autoinducers, primary screen, BH1578 luxS cqsA deficient, single point; V. cholerae BH1578 lux reporter, luminescence, 6 h; 350,000 tested, 0.16% active; AID 588436, 2011; activation, % at 18.7 µM; in the data active = activation mostly above about 9.7%, no sharp cut-off; note: not every result past the cut was called active; inactives centre near 0; reference of the scale not given here
# TcdB inh – TcdB glycohydrolase inhibitors, primary screen, biochemical, single point, plate reader; Toxin B (Clostridioides difficile), P18177; TcdB glycohydrolase enzymatic assay; inhibition, % at 9.99 µM; 350,000 tested, 0.24% active; in the data active = inhibition above about 10%
# PrPC surface inh – inhibitors of human cell surface prion protein PrPC, primary screen, cell-based, TR-FRET; Major prion protein (Homo sapiens), P04156; TR-FRET read-out; inhibition, % at 13.8 µM; 370,000 tested, 0.43% active; AID 720596, 2013; in the data active = inhibition above about 24%; note: 0% = median of the test wells and 100% = reference compound wells
# PfHsp40 rescue – rescue of yeast from PfHsp40 toxicity, primary screen, S. cerevisiae, ATP luminescence. S. cerevisiae expressing PfHsp40, growth rescue. growth rescue, % at 12.5 µM. 340,000 tested, 0.68% active. AID 504582, 2011; in the data active = growth rescue above about 28%, passing the limit was not always enough;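 note: yeast W303a lacking pdr1 and pdr3 grown in galactose medium; growth measured after three days at 30 °C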
# Y pestis TopoI – Yersinia pestis topoisomerase I inhibitors, primary screen, biochemical, cleavage product accumulation, plate reader, single point; Y. pestis Topo-I cleavage product accumulation; activity, % at 10 µM; 360,000 tested, 0.064% active; AID 504884, 2011; in the data active = activity above about 50%, passing the limit was not always enough; note: inactives centre near 2
# PriA SSB inh – inhibitors of Klebsiella pneumoniae PriA binding to SSB C-terminal tail, primary screen, biochemical, AlphaScreen. AID 1272365, 2023. 430,000 tested, 0.6% active. PriA–SSB C-terminal tail interaction (Klebsiella pneumoniae). inhibition, % at 33 µM. AlphaScreen SSBct-PriA binding, biotinylated peptide; in the data active = inhibition mostly above about 37%, no sharp cut-off; inactive = mostly below about 20%;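 note: plate controls were negative control peptide for no effect and reference peptide for full effect; strong numbers were not always called active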
# * = called active by the depositor; i = inactive; · = not tested or not shown; & = joins results of further samples. Cut-off read from the data, not from the text of the source, unless noted: active = inhibition above about 30%; inconclusive = no clear call, values can overlap the other calls; inactive = below that. The list is partial. The share of hits here may be higher or lower than overall.
1	CCOC(=O)Cn1ccc(NC(=O)c2ccc3c(c2)OCO3)n1
2	COc1ccc(-n2c(SCC(=O)Nc3cc(C)on3)nc3ccccc3c2=O)cc1Cl
3	COc1cc(/C=C2/SC(N)=NC2=O)ccc1Oc1ccc([N+](=O)[O-])cc1[N+](=O)[O-]
4	Cn1ncc2c(O/N=C(\N)c3ccc(C(F)(F)F)cc3)ncnc21
5	COc1ccc(Oc2c(C)oc3cc(OC(=O)N4CCOCC4)ccc3c2=O)cc1
6	O=C(CN1CCN(S(=O)(=O)c2ccc(Br)cc2)CC1)N/N=C/c1ccco1
7	Cc1ccc(C(=O)NC(=C(Cl)Cl)S(=O)(=O)c2ccc(C)cc2)cc1
8	O=C(c1ccc(F)c(S(=O)(=O)N2CCOCC2)c1)N1CCN(c2ccc(F)cc2)CC1
9	CC(C)NC(=O)CN1CCN(Cc2nc(-c3cccs3)no2)CC1
10	Cc1ccsc1C(=O)N1CCc2ccccc2C1

assay / entry	1	2	3	4	5	6	7	8	9	10
Anthrax LF inh2	-1	1	2	8	-2	0	1	4	-1	-1
BoNT A protease	0.9	-0.1	0.6	0.0	-0.6	-0.1	0.5	0.4	0.4	-7.2
3CLpro inhibitor	-2	1	2	0	-4	-2	6	·	-3	-1
BH1578 lux ind	i	-0.3	i	i	-1.4	-0.5	-1.7	-0.6	-0.3	-0.1
TcdB inh	1.8	1.0	·	0.6	·	·	·	0.0	0.9	-1.1
PrPC surface inh	-2	-1	-12	6	-3	-3	4	3	-4	3
PfHsp40 rescue	0.9	-1.1	-0.9	16	-1.9	-0.3	3.2	-0.4	-2.0	-0.8
Y pestis TopoI	1	6	-6	6	25	4	4	12	-12	6
PriA SSB inh	-11	-5	·	·	-21	·	-7	12	-11	-16

11	CCNC(=O)CN(c1ccc(F)cc1)S(=O)(=O)c1ccc2c(c1)OCCO2
12	CCc1ccccc1NC(=O)CCS(=O)(=O)c1ccc(OC)cc1
13	O=C(CN(Cc1ccccc1)C1=NCCS1)c1ccccc1
14	CC(C)(C)NC(=O)COc1ccc(CNCc2ccccn2)cc1
15	Cn1c(NC(=O)c2ccccc2C(F)(F)F)cc(=O)n(C)c1=O
16	Cc1ccccc1N(C(=O)c1snc(C(N)=O)c1N)C(C(=O)NC1CCCCC1)c1ccc(O)cc1 (stereo unspecified)
17	CCOC(=O)CC1C(=O)NCCN1C(=O)c1ccc(Cl)c(Cl)c1 (stereo unspecified)
18	NC(=O)c1ccsc1NC(=O)c1ccc([N+](=O)[O-])o1
19	CCc1ccccc1NC(=O)CN(C)S(=O)(=O)c1ccc(-c2ccc(=O)[nH]n2)s1
20	O=S(=O)(Cc1ccccc1Cl)N1CCCCC1

assay / entry	11	12	13	14	15	16	17	18	19	20
Anthrax LF inh2	4	4	-2	-1	-2	-1	2	·	0	-3
BoNT A protease	-4.0	-4.0	-0.8	-0.4	-0.8	-4.7	-0.6	·	1.4	0.2
3CLpro inhibitor	3	-2	1	1	-1	6	5	·	-4	-6
BH1578 lux ind	i	i	-0.3	-2.1	-0.1	i	i	i	-0.4	i
TcdB inh	-0.2	0.6	0.9	1.6	0.2	-0.4	0.0	0.0	0.1	·
PrPC surface inh	1	0	-10	0	-7	7	3	-10	1	-6
PfHsp40 rescue	-1.4	2.7	0.2	-1.7	0.2	-1.2	-0.7	0.7	-0.6	-0.5
Y pestis TopoI	-2	4	-5	6	-3	7	0	-18	14	3
PriA SSB inh	-18	-5	-7	-12	-8	2	7	-3	-16	-3

21	Clc1ccccc1N=C1SCCS1
22	CC(=O)Nc1ccc(S(=O)(=O)N(C)c2ccc(OCC(=O)OCC(=O)Nc3ccc(OC(F)F)cc3)cc2)cc1
23	O=C(NC12CC3CC(CC(C3)C1)C2)c1ccc(-c2ccc(Cl)cc2)o1
24	C[C@@H]1CCC(=O)N(C[C@@H](C)CC#N)CC1
25	C[C@]12c3[nH]c4ccccc4c3CCN1C(=O)C(CC(=O)NCCN1CCOCC1)C[C@@H]2C(=O)N1CCOCC1 (stereo partly specified)
26	COc1ccc(N2CCN(C(c3ccccc3)c3sc4nc(C)nn4c3O)CC2)cc1 (stereo unspecified)
27	COC(=O)c1sc2cc(C(F)(F)F)cnc2c1-c1ccccc1
28	COc1ccc(-c2nc(N)n(C(=O)c3ccc(C)cc3)n2)cc1
29	O=C(NC1(C(F)(F)F)N=C(c2ccccc2)NC1=O)c1ccccc1 (stereo unspecified)
30	Cc1cc(C)cc(C(=O)NC2CC(C)(C)NC(C)(C)C2)c1

assay / entry	21	22	23	24	25	26	27	28	29	30
Anthrax LF inh2	·	-4	-6	5	-6	-3	2	-2	-1	-3
BoNT A protease	·	-1.7	-1.7	0.3	-0.4	-1.0	1.2	-0.8	-0.6	-0.9
3CLpro inhibitor	-5	-1	4	-2	·	·	0	0	-2	1
BH1578 lux ind	-0.5	i	-0.7	-0.4	-0.5	-0.6	i	-0.3	i	i
TcdB inh	-4.7	0.0	1.6	0.1	0.5	0.3	1.0	-0.1	0.0	0.7
PrPC surface inh	10	3	-2	4	8	1	-4	-1	3	-3
PfHsp40 rescue	·	-0.6	0.2	-0.1	-1.0	-0.2	-2.9	-0.3	0.1	-1.1
Y pestis TopoI	-3	8	-7	-6	5	3	4	0	7	1
PriA SSB inh	-12	-2	-8	-6	-11	3	-19	-6	-8	6

31	N/C(=N\OC(=O)COc1ccccc1)c1cccnc1
32	CCCCN(NC(C)=O)c1nc(Cl)nc(NC(C)C)n1
33	C=CCc1cc(OC)ccc1OCCON1C(=O)CCC1=O
34	CCOC(=O)c1cnc(SCC(=O)c2ccccc2)nc1N
35	COc1cc(CCCN2C(N)=NC[C@@H]2Cc2ccc(O)cc2)cc(OC)c1OC
36	Cc1ccc(C)c(OC(C)C(=O)Nc2ccc(S(=O)(=O)Nc3nccs3)cc2)c1 (stereo unspecified)
37	O=C(Nc1cccc(C(F)(F)F)c1)c1cnccn1
38	O=C(c1ccco1)N1CCN(C(=O)N2CCOCC2)CC1
39	O=C(c1ccccn1)N1CCN(S(=O)(=O)c2cccc(Br)c2)CC1
40	CN(C)c1ccc(C(=S)N2CCN(S(=O)(=O)c3ccccc3)CC2)cc1

assay / entry	31	32	33	34	35	36	37	38	39	40
Anthrax LF inh2	0	-5	0	0	0	-1	-2	1	-7	·
BoNT A protease	-0.3	-0.9	-0.1	-1.0	0.1	-2.8	0.1	0.3	-0.5	·
3CLpro inhibitor	·	2	5	-9	·	-3	4	-3	·	3
BH1578 lux ind	-0.7	i	-0.3	i	-0.3	-0.6	0.0	-3.6	-0.7	i
TcdB inh	0.7	2.3	·	·	2.0	0.7	1.3	·	0.9	0.3
PrPC surface inh	0	-1	5	4	-2	1	3	-5	3	0
PfHsp40 rescue	-0.2	0.7	0.8	-1.1	0.4	0.0	-0.1	-1.5	-0.1	-0.8
Y pestis TopoI	5	1	-2	0	1	13	6	10	1	24
PriA SSB inh	i	1	-7	8	2	5	-19	-4&-24	-8	27

41	CCCCNC(=O)C1(C)CCC(=O)N1CCCn1ccnc1 (stereo unspecified)
42	CC1(C)CCC(=O)N(c2ccccc2)C1=O
43	CC(=O)C1=C(C)N=c2s/c(=C/c3ccc4c(c3)OCO4)c(=O)n2C1c1ccc(N(C)C)cc1 (stereo unspecified)
44	CCN(CC)C(=O)/C(=C\c1ccc(Br)cc1)NC(=O)c1ccccc1OC
45	COc1ccc(NC(=O)Nc2cccc([N+](=O)[O-])c2)cc1Cl
46	CC(=O)NC(=S)NNC(=O)c1ccc(Br)cc1
47	CCN(CC(=O)Nc1ccc(C(C)=O)cc1)CC(=O)Nc1cccc(OC)c1
48	CC(=O)/C(C(=N)N1CCN(Cc2ccccc2)CC1)=C(\C)O
49	CC(=O)OCC[C@H](NS(=O)(=O)OCC(Cl)(Cl)Cl)c1ccccc1
50	CCOC(=O)c1cccc(NC(=O)Nc2ccc(OCC)cc2)c1

assay / entry	41	42	43	44	45	46	47	48	49	50
Anthrax LF inh2	4	1	2	-1	-3	0	-1	1	9	6
BoNT A protease	0.1	0.3	14	0.1	1.2	-0.2	-0.3	0.4	-0.3	0.0
3CLpro inhibitor	·	1	·	8	5	2	4	1	-7	-1
BH1578 lux ind	·	-2.1	i	i	-0.2	i	-0.3	3.6	-0.5	-0.3
TcdB inh	0.4	0.4	0.7	·	1.2	-0.7	0.8	·	2.0	-2.8
PrPC surface inh	-1	-3	7	-3	-2	-1	-4	-8	4	10
PfHsp40 rescue	·	0.2	-0.1	-1.7	-1.1	4.9	0.7	9.7	-0.4	-1.0
Y pestis TopoI	·	-9	-2	13	-18	-3	7	-1	-2	-4
PriA SSB inh	·	-5	·	3	23	-6	5	·	-10	2

# The closing four compounds of the part before are carried over, then new ones follow.
47	CCN(CC(=O)Nc1ccc(C(C)=O)cc1)CC(=O)Nc1cccc(OC)c1
48	CC(=O)/C(C(=N)N1CCN(Cc2ccccc2)CC1)=C(\C)O
49	CC(=O)OCC[C@H](NS(=O)(=O)OCC(Cl)(Cl)Cl)c1ccccc1
50	CCOC(=O)c1cccc(NC(=O)Nc2ccc(OCC)cc2)c1
51	Cc1ccc(C2CC(c3ccccc3)n3ncnc3N2)cc1 (stereo unspecified)
52	Oc1[nH]c2ccccc2c1N=Nc1ccc(F)cc1
53	CCOc1ccc(C(=O)OCC(=O)NCc2ccco2)cc1OCC
54	CC(=O)Nc1ccc(NC(=O)c2c(C)c(-c3ccccc3)nc3ccccc23)cc1
55	Cc1nc2ccccc2n2c(O)c(CC(=O)O)cc12
56	CCCCn1c(N)c(N(CC)C(=O)C2CCN(C(=O)c3ccccc3C)CC2)c(=O)[nH]c1=O
57	O=C(NC(Cc1ccc(O)cc1)C(=O)N=Nc1c(O)[nH]c2ccccc12)c1ccccc1 (stereo unspecified)
58	Cc1cccc(N2CCN(C(=O)c3ccc4c(c3)CCN4S(C)(=O)=O)CC2)c1C
59	COc1cc(C(C(=O)NC2CCCCC2)N(C(=O)c2cnccn2)c2ccccc2)cc(OC)c1OC (stereo unspecified)
60	CC[C@@H]1CC2=C(C(=O)OC(C)(C)O2)[C@@H](c2ccc(Cl)cc2)O1
61	CCCC(=O)c1ccc(N2CCN(C(=O)OCC)CC2)c(F)c1

assay / entry	47	48	49	50	51	52	53	54	55	56	57	58	59	60	61
Anthrax LF inh2	-1	1	9	6	1	-2	-2	-7	-7	1	-7	0	1	1	6
BoNT A protease	-0.3	0.4	-0.3	0.0	0.4	0.3	-0.2	3.2	1.2	-0.5	-0.5	1.0	1.8	-0.3	1.1
3CLpro inhibitor	4	1	-7	-1	0	8	-4	·	2	·	·	2	9	·	-4
BH1578 lux ind	-0.3	3.6	-0.5	-0.3	i	-0.2	i	-0.9	-1.5	i	-1.0	-4.2	-0.3	·	-3.6
TcdB inh	0.8	·	2.0	-2.8	1.6	0.7	·	0.9	·	0.8	0.5	0.0	0.4	0.2	1.4
PrPC surface inh	-4	-8	4	10	-1	3	0	5	-10	-3	-21	2	3	-5	3
PfHsp40 rescue	0.7	9.7	-0.4	-1.0	0.4	0.6	0.9	-1.2	0.7	-0.3	0.9	0.5	-1.2	·	-0.5
Y pestis TopoI	7	-1	-2	-4	16	3	0	1	-10	-9	-8	38	-7	·	19
PriA SSB inh	5	·	-10	2	-2	-6	-22	0	-5	-13	-3	-9	-1	·	-18
